Screens: PubChem, National Center for Advancing Translational Sciences (NCATS)
a7 integrin act – activates integrin-mediated alleviation for muscular dystrophy. alpha7betagal myoblasts, beta-gal FDG fluorescence, 48 h. Potency, µM (series often up to 38.3 µM), inactives show at the highest dose activation, usual class: activators. hit rate 0.064% among 350,000. AID 624291;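 note: potency is the fitted concentration of half-maximal effect; 100% = response of the positive control SU9516; nearly all actives have a fitted effect of over 60% in size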
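Alpha7betagal+/- myoblasts (passage 13) were plated 16-24 hr, then exposed to compounds (1:260 dilution of DMSO stock) for 48 hours at 37C. After MPER lysis, β-galactosidase reporter activity was read as FDG fluorescence (ex 480/em 540) after 30 minutes.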
PTAP TSG101 blk – blocks PTAP/TSG101 interaction to inhibit HIV-1 budding; Q99816; Fluorescence polarization, FITC-PTAP peptide / Tsg101 binding; Potency, µM (highest dose often 115 µM), inactives show top-dose activity change, negative = inhibition, hits mostly inhibitors; 340,000 tested, under 10 active; AID 493005; active = well fitted inhibition curve with a large enough effect in the main read-out, with a control signal flat, not every such curve was filed as active; inconclusive = small, poorly fitted or top-dose-only effect, or effect the other way, or a change in a side signal; inactive = no such curve, though single readings can be large or run the other way; note: potency is the fitted concentration of half-maximal effect; % of control where 0% means no effect
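FP read-out: FITC-PTAP peptide, 50 nM final, binding Tsg101 binding domain, 10 uM final; 20 min, r.t.; 10 mM HEPES pH 7.5, 0.15 M NaCl, 0.01% Tween 20, 3 mM EDTA, 0.1 mM TCEP.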
Menin MLL FP TR – inhibitors of human menin-MLL interaction, mutant MLL peptide | O00255 | AID 1768 | Menin + Texas Red MLL mutant peptide, fluorescence polarization | hit rate 0.23% among 270,000 | Potency, µM (doses to about 61.6 µM), for inactives: top-dose FP activity change, negative = inhibition, hits mostly inhibitors; active = well fitted inhibition curve with a large enough effect in the polarisation, with a control signal flat, not every such curve was filed as active; inconclusive = small, poorly fitted or top-dose-only effect, or effect the other way, or a change in a side signal; inactive = no such curve, though single readings can be large or run the other way; the % refers to the polarisation; note: potency is the fitted concentration of half-maximal effect; % of control where 0% means no effect; many of its hits are not listed in these tables
PKM2 activator – activators of human pyruvate kinase M2 | P14618 | purified PKM2, Kinase-Glo ATP luminescence, activation; response scale: 0% is enzyme alone, no compound | Potency, µM (doses to about 57.5 µM), for the others: top-dose activation, most hits filed as activators | hit rate 0.34% among 260,000 | AID 1631; note: potency is the fitted concentration of half-maximal effect; % is set by controls: 0 for no effect and ±100 for the full control effect; nearly all actives have a fitted effect of over 55% in size
Target sequence (P14618 whole entry, looked up): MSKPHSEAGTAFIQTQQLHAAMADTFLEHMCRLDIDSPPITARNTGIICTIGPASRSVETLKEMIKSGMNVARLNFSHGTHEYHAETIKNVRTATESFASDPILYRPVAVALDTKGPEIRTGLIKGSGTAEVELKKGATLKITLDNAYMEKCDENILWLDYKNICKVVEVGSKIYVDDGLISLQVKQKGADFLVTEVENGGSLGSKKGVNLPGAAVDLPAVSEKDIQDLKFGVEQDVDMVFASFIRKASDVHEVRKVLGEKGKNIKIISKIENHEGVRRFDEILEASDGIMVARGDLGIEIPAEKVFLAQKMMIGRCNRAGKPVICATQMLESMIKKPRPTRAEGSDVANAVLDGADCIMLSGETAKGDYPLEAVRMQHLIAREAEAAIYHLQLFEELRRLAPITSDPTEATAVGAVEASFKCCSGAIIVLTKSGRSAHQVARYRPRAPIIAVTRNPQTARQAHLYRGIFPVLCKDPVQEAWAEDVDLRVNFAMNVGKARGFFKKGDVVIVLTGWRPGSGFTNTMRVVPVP
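hPK-M2, >95% pure; 0.1 mM ADP / 0.5 mM PEP final; imidazole pH7.2 buffer w/ 7 mM MgCl2, 50 mM KCl; 1 h RT; Kinase-Glo lum. Intermediate enzyme activity for dual inhibitor/activator qHTS.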
GALK inh – galactokinase (human) inhibition | hit rate 0.007% among 270,000 | Potency, µM (highest dose often 57.5 µM), for the others: at the highest dose activity change, negative = inhibition, actives largely listed as inhibitors | Purified GALK, Kinase-Glo residual ATP luminescence | AID 1868 | P51570; note: potency is the fitted concentration of half-maximal effect; % is set by controls: 0 for no effect and ±100 for the full control effect
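The enzyme phosphorylates galactose (100 uM) using ATP (35 uM); inhibition is detected as higher residual ATP, quantified by bioluminescence after 1 h reaction at room temperature, pH 8.0.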
Giardia killer – kills Giardia lamblia; AID 540267; activity change, % at 7.66 µM, hits read low; Giardia lamblia trophozoite viability; hit rate 0.15% among 340,000; in the data active = activity change below about -80%; inconclusive = between about -30% and that limit;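 note: parasites exposed to compound for two days anaerobically before the ATP read; % is set by controls: 0 for no effect and ±100 for the full control effect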
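Trophozoite viability was measured as ATP-dependent luminescence, read 15-30 min after reagent addition. Before that, parasites at 100 cells/well were exposed to compounds for 48 h, anaerobically, at 37 deg C.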
S-ASM inh – human S-ASM enzyme inhibition. P17405. placental ASM, HMU-PC fluorogenic substrate, 60 min. Potency, µM (titrated, usually from 57.5 µM), for inactives: at the top dose activity change, negative = inhibition, usual class: inhibitors. hit rate 0.006% among 340,000; note: potency is the fitted concentration of half-maximal effect
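HMU-PC0 cleavage (9 uM final) by human placental ASM, 60 min at 37 °C following 10 min compound exposure at RT; stopped at pH 10, fluorescence Ex 386/Em 447 nm.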
Tb PFK block – blocks T. brucei phosphofructokinase. T. brucei PFK, ADP-Glo luminescence. Potency, µM (series often up to 57.5 µM), for the others: at the highest dose activity, negative = inhibition, most hits filed as inhibitors. hit rate 0.17% among 330,000. AID 485367;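 note: potency is the fitted concentration of half-maximal effect; 0% = uninhibited 1x PFK enzyme wells and -100% = no-enzyme wells; nearly all actives have a fitted effect of over 60% in size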
Target sequence (O15648 whole entry, looked up): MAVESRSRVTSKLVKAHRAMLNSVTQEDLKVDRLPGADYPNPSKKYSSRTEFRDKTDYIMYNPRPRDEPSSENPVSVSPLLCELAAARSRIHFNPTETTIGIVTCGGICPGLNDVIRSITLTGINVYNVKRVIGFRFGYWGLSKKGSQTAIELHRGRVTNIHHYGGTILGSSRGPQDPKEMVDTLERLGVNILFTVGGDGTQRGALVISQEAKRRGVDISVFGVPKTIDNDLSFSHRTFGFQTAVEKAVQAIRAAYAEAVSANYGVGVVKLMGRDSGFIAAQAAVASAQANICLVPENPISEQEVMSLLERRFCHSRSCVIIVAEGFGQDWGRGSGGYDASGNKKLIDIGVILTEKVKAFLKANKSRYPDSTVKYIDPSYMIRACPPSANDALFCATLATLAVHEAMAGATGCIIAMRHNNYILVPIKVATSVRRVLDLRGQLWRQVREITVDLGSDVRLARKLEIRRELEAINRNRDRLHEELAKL
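In TEA buffer at pH 8.0 with 5 mM MgCl2, enzyme (1.25 nM) converted F6P (0.5 mM) and ATP (0.1 mM) for 45 min at room temperature. ADP product was read by luciferase luminescence.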
Chronic BCR inh – blocks chronic active B-cell receptor signaling; ABC-DLBCL IkBa-CBG/CBR reporter, luminescence ratio, 4 h; Potency, µM (titrated, usually from 46.1 µM), for inactives: top-dose ratio change, negative = lower green/red ratio, hits mostly inhibitors; hit rate 0.05% among 340,000; active = well fitted inhibition curve with a large enough effect in the signal ratio, with a control signal flat, not every such curve was filed as active; inconclusive = small, poorly fitted or top-dose-only effect, or effect the other way, or a change in a side signal; the % refers to the signal ratio;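 note: potency is the fitted concentration of half-maximal effect; plate controls were basal doxycycline-induced cells for no effect and cells given 10 µM MG132 for full effect; MG132 reads +100%, hits lower the ratio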
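Compounds up to 46 uM were incubated four hours with TMD8 cells whose green CBG68 luciferase is fused to IkappaBalpha; red CBR luminescence normalised the signal, and concentration-effect curves were fitted to fusion, red and ratio data.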
FBPA coupling cs – coupling enzyme interference in Giardia aldolase counter-screen; activity change, negative = inhibition, % at 58.2 µM, hits read low; hit rate 0.67% among 290,000; coupling enzyme system counterscreen, AmpLite Red fluorescence; AID 2472; in the data active = activity change below about -30%; note: % is set by controls: 0 for no effect and ±100 for the full control effect
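Compounds tested against the coupling enzymes alone at 57.5 uM final; readout was AmpLite Red fluorescence (525/598 nm) after 20 min at RT.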
B2AR arrestin – beta2AR (human) beta-arrestin recruitment activity | P07550 | beta-arrestin recruitment to beta2AR, cell-based reporter | Potency, µM (highest dose often 46.1 µM), without a hit: at the highest dose activation, hits mostly activators | hit rate 0.02% among 330,000;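 note: potency is the fitted concentration of half-maximal effect; 0% = DMSO controls and full agonism = EC100 isoproterenol or metaproterenol; nearly all actives have a fitted effect of over 65% in size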
* = called active by the depositor; [ ] = another dose, or the depositor's remark. Unless noted, calls come from the whole dose curve; as a rule, active = well fitted curve in the direction sought with a large enough effect; inconclusive = small, poorly fitted or top-dose-only effect, or another doubt; inactive = no such curve, though single readings can be large; an effect the other way counts as inactive or inconclusive.

COc1cc(S(=O)(=O)N2CCN=C2c2ccccc2)ccc1F was read as a7 integrin act 10%, PTAP TSG101 blk -6%, Menin MLL FP TR -6%, PKM2 activator -12%, GALK inh -4%, Giardia killer 32[activator], S-ASM inh 3%, Tb PFK block -7%, Chronic BCR inh -15%, FBPA coupling cs 5 and B2AR arrestin 0.0%.
`COc1cc(C(=O)OCCNC(=O)c2cccnc2)cc(OC)c1OC` gave a7 integrin act 2%, PTAP TSG101 blk -1%, Giardia killer 1, S-ASM inh -2%, Tb PFK block -7%, Chronic BCR inh -13% and B2AR arrestin -0.8%.
Screening COC(=O)CSc1nc(N2CCOCC2)c2c(c1C#N)CC(C)(C)N(C)C2 returned a7 integrin act -6%, PTAP TSG101 blk -2%, Menin MLL FP TR 2%, PKM2 activator -3%, GALK inh 0%, Giardia killer 7, S-ASM inh 86%[activator], Tb PFK block 0%, Chronic BCR inh -6%, FBPA coupling cs -7 and B2AR arrestin 0.4%.
For CC1CCCC(C)N1C(=O)c1ccccc1Nc1ccc(SC(F)F)cc1 (centres undefined) the results were a7 integrin act -12%, PTAP TSG101 blk -5%, Menin MLL FP TR 1%, PKM2 activator -2%, GALK inh 2%, Giardia killer -2, S-ASM inh -14%, Tb PFK block 1%, Chronic BCR inh 12%, FBPA coupling cs -1 and B2AR arrestin 0.4%.
`S=c1[nH]nc(-c2ccco2)n1/N=C/c1ccccn1` gave Menin MLL FP TR 6%, PKM2 activator -6%, GALK inh 0%, Tb PFK block 2%, Chronic BCR inh 3%, FBPA coupling cs -4 and B2AR arrestin -0.5%.
`O=c1[nH]c(C2CCN(S(=O)(=O)Cc3ccccc3)CC2)nc2c1nnn2Cc1ccccc1Cl` gave a7 integrin act -14%, PTAP TSG101 blk -3%, Menin MLL FP TR 30%, PKM2 activator -1%, GALK inh 5%, Giardia killer 1, S-ASM inh inconclusive, Tb PFK block -14%, Chronic BCR inh 0%, FBPA coupling cs -4 and B2AR arrestin -1.8%.
For N#C/C(=C\c1ccc(N2CCOCC2)cc1)c1ccccc1 the results were a7 integrin act 7%, PTAP TSG101 blk -2%, Menin MLL FP TR 0%, PKM2 activator 3%, GALK inh 2%, Giardia killer 0, S-ASM inh -2%, Tb PFK block -2%, Chronic BCR inh inconclusive, FBPA coupling cs -9 and B2AR arrestin 0.2%.
COc1ccc(CN(C(C)=O)c2cccc(C)c2C)cc1 was read as a7 integrin act -8%, PTAP TSG101 blk -5%, Menin MLL FP TR -16%, PKM2 activator 0%, GALK inh -1%, Giardia killer 2, S-ASM inh -6%, Tb PFK block -9%, Chronic BCR inh 1%, FBPA coupling cs 0 and B2AR arrestin -0.8%.
For CCOC(=O)[C@@H]1[C@H]2COc3ccc(Br)cc3[C@H]2N2C(=O)N(c3ccc(Cl)cc3)C(=O)[C@@]12C the results were a7 integrin act 0%, Menin MLL FP TR inconclusive, PKM2 activator 0%, Giardia killer 0, S-ASM inh 0%, Tb PFK block 5%, Chronic BCR inh 7%, FBPA coupling cs 3 and B2AR arrestin -0.2%.
COC(=O)c1ccccc1NC(=O)C1CC(=O)N(c2ccc(C)cc2)C1 (centres undefined) was read as a7 integrin act -13%, PTAP TSG101 blk -9%, Menin MLL FP TR -20%, PKM2 activator 0%, GALK inh -3%, Giardia killer -8, S-ASM inh -1%, Tb PFK block -1%, Chronic BCR inh -2%, FBPA coupling cs 3 and B2AR arrestin 0.0%.
`CCn1cc(Br)c(C(=O)Nc2ccccc2C(=O)OC)n1` gave a7 integrin act inconclusive, PTAP TSG101 blk -9%, Menin MLL FP TR inconclusive, PKM2 activator 1%, GALK inh 0%, Giardia killer -11, S-ASM inh 0%, Tb PFK block -3%, Chronic BCR inh -17%, FBPA coupling cs -2 and B2AR arrestin 0.0%.
For COCCCNC(=S)NCCc1ccc(F)cc1 the results were a7 integrin act 7%, PTAP TSG101 blk 1%, Menin MLL FP TR 1%, PKM2 activator 0%, GALK inh 0%, Giardia killer 32[activator], S-ASM inh -12%, Tb PFK block 1%, Chronic BCR inh -12%, FBPA coupling cs -1 and B2AR arrestin 0.1%.
CC(NC(=O)Cc1cccs1)c1ccncc1 (centres undefined) was read as a7 integrin act 11%, Menin MLL FP TR -3%, PKM2 activator -17%, GALK inh 0%, Giardia killer -8, S-ASM inh 3%, Tb PFK block -16%, Chronic BCR inh -2%, FBPA coupling cs 7 and B2AR arrestin 0.5%.
For O=C(Cn1c(=O)n(Cc2ccco2)c(=O)c2c3c(sc21)CCCC3)Nc1ccccc1 the results were a7 integrin act 20%, PTAP TSG101 blk 1%, Menin MLL FP TR inconclusive, PKM2 activator 9%, GALK inh -4%, Giardia killer -25, S-ASM inh -16%, Tb PFK block -3%, Chronic BCR inh inconclusive, FBPA coupling cs 0 and B2AR arrestin -0.3%.
COc1cc(C)c(NC(c2ccccc2)c2ccccc2)cc1OC was read as a7 integrin act 0%, PTAP TSG101 blk 1%, Menin MLL FP TR inconclusive, PKM2 activator -12%, GALK inh 3%, Giardia killer 20, S-ASM inh -10%, Tb PFK block 1%, Chronic BCR inh 0%, FBPA coupling cs -2 and B2AR arrestin 0.1%.
`COc1ccc(N=C2SC(C(=O)N3CCN(c4ccc([N+](=O)[O-])cc4)CC3)CC(=O)N2C)cc1` (centres undefined) gave a7 integrin act 18%, PTAP TSG101 blk -4%, Menin MLL FP TR -11%, PKM2 activator -7%, GALK inh 3%, Giardia killer -13, S-ASM inh -16%, Tb PFK block -14%, Chronic BCR inh 1%, FBPA coupling cs 0 and B2AR arrestin 0.2%.
For COc1ccc(N(C(=O)c2ccco2)C(C(=O)NC2CCCC2)c2ccncc2)cc1OC (centres undefined) the results were a7 integrin act -8%, PTAP TSG101 blk 0%, GALK inh 5%, Giardia killer 18, S-ASM inh 15%, Tb PFK block 0%, Chronic BCR inh -2%, FBPA coupling cs -7 and B2AR arrestin 0.4%.
O=C(/C=C/c1ccc([N+](=O)[O-])cc1)N1CCN(c2ccccc2F)CC1 was read as a7 integrin act 1%, PTAP TSG101 blk -7%, Menin MLL FP TR 10%, PKM2 activator -4%, GALK inh 1%, Giardia killer 18, S-ASM inh 6%, Tb PFK block -1%, Chronic BCR inh 0%, FBPA coupling cs 4 and B2AR arrestin 0.1%.
`O=C(O)C1C2C=CC(C2)C1C(=O)N1CCN(CCO)CC1` (centres undefined) gave a7 integrin act 5%, PTAP TSG101 blk -3%, Menin MLL FP TR 5%, PKM2 activator 3%, GALK inh -1%, Giardia killer -8, S-ASM inh 2%, Tb PFK block -1%, Chronic BCR inh -1%, FBPA coupling cs 2 and B2AR arrestin -0.7%.
Screening Oc1c(Cl)cc(Cl)cc1CNc1nc2ccccc2[nH]1 returned a7 integrin act 21%, PTAP TSG101 blk -1%, Menin MLL FP TR inconclusive, PKM2 activator -2%, GALK inh -2%, Giardia killer -11, S-ASM inh -1%, Tb PFK block -5%, Chronic BCR inh -17%, FBPA coupling cs 1 and B2AR arrestin -0.9%.
For Cc1nc2[nH]c(=S)[nH]c2cc1Br the results were a7 integrin act 5%, PTAP TSG101 blk -9%, Menin MLL FP TR -15%, PKM2 activator -5%, GALK inh -1%, Giardia killer -3, S-ASM inh -1%, Tb PFK block 0%, Chronic BCR inh 9%, FBPA coupling cs 1 and B2AR arrestin -0.1%.
CN(C(=O)N1CCN(S(=O)(=O)c2ccccc2)CC1)c1ccccc1 was read as a7 integrin act 6%, PTAP TSG101 blk -3%, Menin MLL FP TR -15%, PKM2 activator 14%, GALK inh 8%, Giardia killer 7, S-ASM inh -3%, Tb PFK block -4%, Chronic BCR inh -7%, FBPA coupling cs 2 and B2AR arrestin -0.3%.
`Cc1cc(C(=O)N/N=C\c2cc(C(C)(C)C)c(O)c(C(C)(C)C)c2)n[nH]1` gave a7 integrin act -5%, PTAP TSG101 blk -3%, Menin MLL FP TR 22%, PKM2 activator -1%, GALK inh 9%, Giardia killer -10, S-ASM inh -10%, Tb PFK block 0%, Chronic BCR inh inconclusive, FBPA coupling cs 1 and B2AR arrestin 0.4%.

An excerpt (hit frequency here may not be typical).
